Mtb FBA inh – Mtb fructose-bisphosphate aldolase inhibition | inhibition, % at 1 µM | purified M. tuberculosis FBA, fluorescence read-out | P9WQA3 | 360,000 compounds, 2.3% hits; in the data active means inhibition above about 27%;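 further: 0% = vehicle and 100% = reference inhibitor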
Target sequence (P9WQA3 whole entry, looked up): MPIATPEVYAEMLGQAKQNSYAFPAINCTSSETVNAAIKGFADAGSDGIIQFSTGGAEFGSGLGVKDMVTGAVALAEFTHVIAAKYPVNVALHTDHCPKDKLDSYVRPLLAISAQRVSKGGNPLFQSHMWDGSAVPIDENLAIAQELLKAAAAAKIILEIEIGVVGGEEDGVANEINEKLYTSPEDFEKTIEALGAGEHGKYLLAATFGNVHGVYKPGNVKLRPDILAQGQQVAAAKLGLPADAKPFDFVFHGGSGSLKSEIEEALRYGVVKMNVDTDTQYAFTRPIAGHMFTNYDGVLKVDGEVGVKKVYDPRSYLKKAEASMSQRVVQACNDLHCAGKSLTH
BioA inh – inhibitors of Mycobacterium tuberculosis BioA enzyme | 360,000 compounds, 0.096% hits | purified M. tuberculosis BioA enzyme, plate reader | inhibition, % at 9.99 µM; in the data active means inhibition above about 40%; inconclusive means no clear call, values can overlap the other calls
Anthrax LF inh2 – blocks Bacillus anthracis lethal factor protease. P15917. multiplex microsphere protease cleavage assay, LF. inhibition, % at 10 µM. 360,000 compounds, 0.12% hits. AID 588501; further: plate controls were buffer without enzyme for full effect and enzyme alone for no effect
FadD28 binding – blocks FadD28 binding to the bisubstrate probe; AID 588549; 360,000 compounds, 0.22% hits; inhibition, % at 12.5 µM; fluorescence polarization; in the data active means inhibition above about 8.5%, passing the limit was not always enough; inconclusive means no clear call, values can overlap the other calls
GDH-TPI counter – GDH-TPI coupled enzyme inhibition counter-screen. GDH-TPI coupled enzyme counterscreen, NADH absorbance. inhibition, % at 4.8 µM. 360,000 compounds, 1.2% hits. AID 588335; in the data active means inhibition above about 30%;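 further: 0% = DMSO wells and 100% = wells lacking the enzyme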
UGM FP inh – inhibitors of M. tuberculosis UDP-galactopyranose mutase | purified UGM, fluorescence polarization probe displacement | inhibition, % at 10 µM | AID 504406 | P9WIQ1 | 320,000 compounds, 0.06% hits; in the data active means inhibition above about 10%, passing the limit was not always enough; inconclusive means no clear call, values can overlap the other calls
Target sequence (P9WIQ1 whole entry, looked up): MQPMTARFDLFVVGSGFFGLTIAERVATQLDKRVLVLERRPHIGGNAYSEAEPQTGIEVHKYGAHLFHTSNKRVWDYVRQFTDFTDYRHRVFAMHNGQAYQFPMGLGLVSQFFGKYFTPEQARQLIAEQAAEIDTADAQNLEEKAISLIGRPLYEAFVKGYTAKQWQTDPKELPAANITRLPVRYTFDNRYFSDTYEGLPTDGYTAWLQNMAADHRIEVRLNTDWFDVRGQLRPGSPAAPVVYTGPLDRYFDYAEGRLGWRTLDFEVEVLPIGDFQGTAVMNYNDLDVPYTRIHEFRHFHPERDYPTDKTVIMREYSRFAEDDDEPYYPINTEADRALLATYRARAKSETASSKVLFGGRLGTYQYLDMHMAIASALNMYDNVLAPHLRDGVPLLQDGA
BoNT F protease – blocks Botulinum neurotoxin F light chain protease; AID 588497; Multiplex microsphere protease cleavage assay, flow cytometry; 360,000 compounds, 0.22% hits; inhibition, % at 10 µM; in the data active means inhibition above about 35%, passing the limit was not always enough; inconclusive means no clear call, values can overlap the other calls; further: plate controls were buffer without enzyme for full effect and enzyme alone for no effect
BoNT A protease – BoNT A light chain protease inhibition; inhibition, % at 10 µM; 360,000 compounds, 0.17% hits; multiplex microsphere protease substrate cleavage, flow cytometry; further: plate controls were buffer without enzyme for full effect and enzyme alone for no effect
PfHsp40 yeast – rescue of PfHsp40-mediated yeast toxicity; growth rescue, % at 12.5 µM; 340,000 compounds, 0.68% hits; S. cerevisiae expressing PfHsp40, growth rescue, ATP luminescence; AID 504582; in the data active means growth rescue above about 28%, passing the limit was not always enough; inconclusive means no clear call, values can overlap the other calls;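 further: yeast W303a lacking pdr1 and pdr3 grown in galactose medium; growth measured after three days at 30 °C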
Active calls of the source: *; u = inconclusive; x = no result given; & = joins results of further samples; ! = repeats disagree. Unless noted, no stated cut-off is given here; in the data, active means inhibition above about 30%; inconclusive means no clear call, values can overlap the other calls; inactive means below that. Random draw from the library; overall some 4.7% were active at least once.

SMILES	Mtb FBA inh	BioA inh	Anthrax LF inh2	FadD28 binding	GDH-TPI counter	UGM FP inh	BoNT F protease	BoNT A protease	PfHsp40 yeast
COC(=O)/C(C#N)=C/c1c(N2CCN(Cc3ccc4c(c3)OCO4)CC2)nc2c(C)cccn2c1=O	0	x	-10	-1.4	15	1.1	-10	-1.4	-0.2
O=C(CNc1ccccc1-c1ccccc1)NCc1ccccc1	5	0.2	-4	0.4	8	0.0	-1	0.4	1.6
CCCN(C(=O)Cc1coc2cc(C)c(C)cc12)c1c(N)n(Cc2ccccc2)c(=O)[nH]c1=O	0	x	-6	-1.9	1	4.2	8	2.2	x
CCOc1ccc(CCNC(=O)CSc2cc(=O)n(C)c3ccc(Cl)cc23)cc1OCC	1	0.5	1	-1.8	8	x	-1	-0.1	0.6
CN(C)[C@@H]1C(=O)C(C(N)=O)=C(O)[C@@]2(O)C(=O)C3=C(O)c4c(O)cccc4[C@@](C)(O)C3[C@H](O)C12 (some centres not stated)	-1&-2	-0.5&1.0	-8&-9	31*!	20&22	-0.5&-2.0	-19&-3	-2.3&-1.0	u
O=S(=O)(NC1CC(NS(=O)(=O)OCC(Cl)(Cl)Cl)C2CCCCC12)OCC(Cl)(Cl)Cl (configuration not stated)	1	-1.7	-1	-5.9	5	-1.0	-6	0.1	-0.2
Cn1c(CC(O)c2nc3ccccc3n2C)nc2ccccc21 (configuration not stated)	4	-0.3	2	-1.3	4	x	3	-0.1	x
COc1cccc(COC(=O)Nc2ccccc2F)c1	0	-4.9	-2	-2.0	-2	0.9	4	0.6	1.1
Cc1cc(C)n(CC(=O)NNC(=O)c2cncc(Br)c2)n1	8	-3.0	-6	-0.7	6	-2.1	1	0.7	-1.2
Cc1ccccc1N=C1N=C(N)c2ccccc21	-3	-1.6	3	-1.9	1	x	11	1.0	0.3
COc1ccccc1C(=O)NC(=O)Nc1cccc(Cl)c1	2	-1.3	-3	-0.3	-6	2.5	-30	-1.5	0.1
O=C(NCC1CCN(Cc2cccc(Cl)c2)CC1)C1CCCN(c2ncnc3c2nc2n3CCCCC2)C1 (configuration not stated)	-1	0.7	-3	-3.7	4	-1.0	-4	-0.9	0.0
Cc1cc(OCC(O)CN(CCO)CCO)ccc1Cl (configuration not stated)	2	-1.0	-2	-0.9	0	4.1	-19	-0.6	0.3
Cc1ccccc1C(=O)NCC(=O)OC(C)C(=O)NCc1ccco1 (configuration not stated)	3	-1.2	-4	-1.5	8	2.4	3	1.8	1.4
c1ccc(CNCc2ccc(CNCc3ccccc3)cc2)cc1	2	-0.2	-1	0.2	5	x	-16	0.2	x
Cc1ccc(-n2ncc3c(=O)n(CC(=O)NC4CCCCC4)cnc32)cc1C	2	-0.7	0	-1.8	13	1.3	1	0.4	1.3
CCN(CC(=O)Nc1ccc2c(c1)OCCO2)C(=O)C1CC(=O)N(c2ccc(OC)cc2OC)C1 (configuration not stated)	1	1.3	-3	-4.5	-9	-2.3	-13	1.8	0.1
CC(=O)c1ccc(NC(=O)CCc2nnc3ccc(NCc4ccco4)nn23)cc1	3	-2.1	1	-2.0	6	3.1	2	-1.0	1.0
CC(C)=C1SC(N2CCN(c3ccc(C)cc3)CC2)=NC1=O	4	3.8	-1	-0.9	1	0.8	4	0.1	0.0
Cc1cc(C)cc(-n2c(O)c(C=Nc3ccc(N4CCOCC4)cc3)c(=O)[nH]c2=S)c1	-2	x	5	-1.8	9	2.3	12	15	-1.7
CCOC(=O)c1sc(=S)n(-c2ccc3c(c2)OCO3)c1N	-1	5.0	-1	0.7	25	-2.2	-5	1.9	0.7
CCCCn1c(N)c(N(CC(C)C)C(=O)CSCC(=O)Nc2cccc(C)c2)c(=O)[nH]c1=O	1	1.1	-2	-1.8	-14	2.7	-15	-1.3	0.6
O=c1oc2ccccc2c2c1nc(C(F)(F)F)n2-c1ccccc1	1	-1.0	-1	-1.7	-7	-5.5	2	0.2	-1.3
CC(C)C(=O)NN1c2ccccc2CCc2ccccc21	2	-1.4	x	-0.1	6	0.2	x	x	-0.8
CN(Cc1cn(C)nc1-c1cccc(Cl)c1)C1CCOCC1	1	x	-1	-3.1	-7	1.4	2	0.2	-0.8
CCCCn1c(Cl)nc2c1c(=O)n(C)c(=O)n2C	4	0.5	x	-0.2	6	0.0	x	x	-2.0
C[C@@H]1CN([C@@H](C)CO)C(=O)c2cc(Br)cnc2O[C@H]1CN(C)S(=O)(=O)c1ccccc1	-2	1.0&1.8	0	-2.0	3	x	-3	0.2	x
CCn1cc(C(=O)N2CCCc3ccccc32)c2cc(OC)c(OC)cc2c1=O	-2	2.5	-9	-0.4	13	-3.7	6	0.1	0.0
C[n+]1ccccc1C1CCCC/C1=N\NC(N)=S (configuration not stated)	2	x	1	-0.3	4	-1.7	-5	0.8	0.3
O=C(O)CC/C(=N\Nc1ccc([N+](=O)[O-])cc1S(=O)(=O)N1CCOCC1)c1cccs1	-9	2.4	-5	0.4	14	-3.1	-8	-0.4	0.8
CCc1c(C)nc2ncnn2c1N1CCCC(C(=O)Nc2ccc(NC(C)=O)cc2)C1 (configuration not stated)	-4	2.1	0	0.3	4	-1.6	2	0.4	0.0
CCc1c(C)nc2c(-c3ccccc3OC)c(C)[nH]n2c1=O	2	0.4	-8	-0.4	-1	0.1	5	1.2	-0.5
CC(=O)c1cnc(N(C)C)s1	3	-2.3	-7	-0.9	38*	0.7	-26	-0.9	-0.4
Oc1c(C(Nc2ccccn2)c2cccnc2)cc(Cl)c2cccnc12 (configuration not stated)	0	x	0	-4.5	-2	1.6	-13	1.5	318*
O=C(CN1CCN(S(=O)(=O)c2ccc(Cl)cc2)CC1)NC(=O)NC1CCCCC1	2	1.5	2	-3.4	-1	-1.3	5	0.8	3.8
COC(=O)c1ccc(NC(=S)NC2CC3CCC2C3)cc1 (configuration not stated)	37*	x	-1	-4.8	-5	-1.9	-1	-0.3	2.2
NS(=O)(=O)c1cc([N+](=O)[O-])ccc1NCc1cccnc1	0	0.8	2	-1.9	12	1.8	39*	4.2	8.9
COc1ccccc1N1C(=O)C(=O)N(C)C1=O	-2	x	3	1.0	-7	4.3	-6	-0.4	0.2
COc1ccc(CCNC(=O)C2CC(c3cccc(F)c3)=NO2)cc1 (configuration not stated)	0	-3.3	-13	-3.5	8	1.9	1	-0.5	-0.8
Cc1ccc(-c2nnn(CC(=O)N3CCCCC3)n2)o1	0	x	-6	-0.5	-4	-0.4	-10	-0.5	-0.8
O=C(NCCN1CCOCC1)c1cc(-c2ccc(F)cc2)nc2ccccc12	10	x	2	-2.5	13	1.2	u	3.9	-0.8
Cc1cc(C(=O)OCC(=O)Nc2cc(S(=O)(=O)N(C)C)ccc2C)c2ccccc2n1	4	0.6	-7	-1.8	10	-0.1	5	-0.2	0.7
O=C(O)c1ccc2c(c1)C(=O)N(c1ccc(OCc3ccccc3)cc1)C2=O	1	-0.8	-6	-0.1	1	7.4	24	-3.8	1.4
CC(C)C(NC(=O)C12CC3CC(CC(C3)C1)C2)C(=O)N/N=C/C1=C(N2CCOCC2)C(=C\c2cccc([N+](=O)[O-])c2)/CC1 (configuration not stated)	-1	0.3	2	-3.9	5	-0.9	-3	6.3	0.4
Cc1cc(NS(=O)(=O)c2ccc(NC(=O)Cc3ccccc3)cc2)nc(C)n1	2	0.7	0	u	-11	1.4	24	-2.4	-0.6
COc1ccc(C(=O)CSc2nc(-c3ccccn3)nc(C)c2Cl)cc1	0	-1.1	x	-1.7	1	-2.8	x	x	-2.6
CCCCN(CCCC)S(=O)(=O)c1c(C)[nH]c(=O)[nH]c1=O	-2	x	-7	-5.1	5	0.2	-1	0.1	-0.8
CC(C)CCNC(=O)c1cc(S(=O)(=O)N2CCCCC2)ccc1N1CCOCC1	4	x	-3	0.3	8	3.5	-5	-0.8	0.2
Cc1cccc(C(=O)NCCc2nnc(SCC(=O)Nc3nc(C)cs3)n2C)c1	-1	-2.8	-13	-3.5	-8	-2.7	16	u	-0.8
CCc1ccc(C(=O)NNc2ccccc2F)cc1	7	-3.0	2	2.0	-1	-1.7	5	-0.1	-0.6
COc1ccc(CCN2C(=O)CCC2(C)C(=O)NC2CCCC2)cc1OC (configuration not stated)	1	-0.9	1	-3.4	-11	1.2	-10	-0.7	1.2
Cc1nnc(SC(C)C(=O)NCC2CCCO2)s1 (configuration not stated)	3	-0.8	-9	0.6	5	3.7	-12	-0.6	-0.6
Cc1cccc(C(C)C)c1NC(=O)COC(=O)c1cc2ccccc2oc1=O	8	-1.7	-5	-0.2	10	2.6	4	1.0	1.8
CC(=O)c1cccc(CN2CCN(C(C)C)C(CCO)C2)c1 (configuration not stated)	-3	x	-2	-0.1	1	1.4	-8	-0.4	-0.7
CC(=O)c1ccc(-c2cnc3c(NC=O)cc(-c4cccc(C(=O)N(C)C)c4)cn23)cc1	-1	8.3	0	-4.2	25	x	-4	-0.4	x
O=C(COC(=O)c1ccccc1)NC1CCCC1	5	-0.6	-12	-2.5	3	1.1	-3	-0.5	-1.1
Cc1ccnc(NC(=O)CCC(=O)N(CC(=O)NC2CCCCC2)C2CCCC2)c1	7	2.7	1	-1.4	-19	2.0	5	0.0	-2.0
C[C@H]1CN([C@@H](C)CO)C(=O)c2cc(Br)cnc2O[C@H]1CN(C)C(=O)Cc1ccccn1	3	-1.5&-0.7	-2	-1.8	5	x	-6	-0.5	x
CC1=Nc2ccc(Br)cc2C(c2ccccc2)N1CC(=O)O (configuration not stated)	-2	-0.7	3	1.0	0	3.4	0	-2.1	-1.7
CCN(CC)P(c1n(C)cc[n+]1C)N(CC)CC	0	-0.4	-5	-0.3	-2	0.3	4	-0.7	-0.8

The closing 3 records of the part above come first, to join the parts.
SMILES	Mtb FBA inh	BioA inh	Anthrax LF inh2	FadD28 binding	GDH-TPI counter	UGM FP inh	BoNT F protease	BoNT A protease	PfHsp40 yeast
C[C@H]1CN([C@@H](C)CO)C(=O)c2cc(Br)cnc2O[C@H]1CN(C)C(=O)Cc1ccccn1	3	-1.5&-0.7	-2	-1.8	5	x	-6	-0.5	x
CC1=Nc2ccc(Br)cc2C(c2ccccc2)N1CC(=O)O (configuration not stated)	-2	-0.7	3	1.0	0	3.4	0	-2.1	-1.7
CCN(CC)P(c1n(C)cc[n+]1C)N(CC)CC	0	-0.4	-5	-0.3	-2	0.3	4	-0.7	-0.8
O=C(COc1ccc(Cl)cc1Br)N1CCN(S(=O)(=O)c2ccccc2)CC1	-1	0.5	-2	-4.9	-5	-0.8	-3	-0.7	-0.6
CCS(=O)(=O)NCC(c1cccnc1)N1CCN(c2ccccc2F)CC1 (configuration not stated)	-2	-0.8	1	-2.5	-15	-0.9	-4	0.2	-0.8
Cc1ccc(-c2nn(-c3ccccc3)cc2/C=N/n2c(-c3ccncc3)n[nH]c2=S)cc1	2	8.3	9	-0.2	16	0.8	0	0.0	0.5
COCCn1c(Cc2ccccc2)nnc1SCC(=O)NC1CCCCC1	2	-0.7	17	-2.6	-3	1.1	-17	-0.9	-3.6
COc1ccccc1C(=O)NCCC(=O)NCCCSc1ccccc1	0	-0.6	-1	-5.0	14	1.0	-13	-3.1	0.1
COc1ccc(NC(C)=O)cc1NC(=O)c1ccc(Cl)cc1	-2	2.2	-1	-1.5	0	-2.3	-14	-1.2	-1.3
CCOC(=O)c1ccc(NC(=O)c2c(C)[nH]c(C(=O)OCC)c2C)cc1	-1	-1.1	-3	-2.7	-10	0.3	-4	-0.1	-0.8
CC(=O)Nc1ccc(S(=O)(=O)N(C)CC(=O)NCCC2=CCCCC2)cc1	3	-2.0	-1	-0.6	0	-2.4	-7	1.1	2.0
O=S(=O)(c1ccccc1)N1CCC(O)(CSc2ccc(Cl)cc2)CC1	1	0.2	-4	-1.7	6	1.0	-14	0.4	13
Cc1cc(C(=O)COc2nncc3ccccc23)c(C)n1C	2	-0.4	-3	-3.0	-4	x	-12	-1.0	-0.4
COc1cc(SC)ccc1C(=O)OCC(=O)NC(=O)NC(C)C	1	x	-4	-4.1	5	1.6	-4	-0.2	-1.3

Screening results as filed in PubChem BioAssay.
